Screens deposited in PubChem by several laboratories.
MEKK2 WT-MEK5: modulators of MEK5 binding to wildtype MEKK2, primary screen, biochemical, multiplex bead flow cytometry, Alexa488-MEK5. Mitogen-activated protein kinase kinase kinase 2 (Homo sapiens), Q9Y2U5. Alexa488-MEK5 binding to MEKK2 WT; actives lie on both sides. binding response (% of control), % at 10 µM. 290,000 tested, 1.1% active; in the data active means binding response below about 67% or above about 130%
NALP1 inh: NALP1 inflammasome inhibitors in reconstituted yeast, colorimetric, S. cerevisiae, triplicate retest. S. cerevisiae NALP1/ASC/caspase-1 growth, X-gal OD620, 72 h. inhibition, % at 10 µM. 280,000 tested, 0.61% active; in the data active means inhibition mostly above about 24%, no sharp cut-off; inactive means mostly below about 32%; further: some compounds called inactive have numbers as strong as hits
V1aR counter: agonists of human V1a receptor, primary screen, counter-screen for OXTR agonist project, fluorescence, CHO-V1R cells; Vasopressin V1a receptor (Homo sapiens), P37288; Fluo-8 calcium fluorescence, agonist mode; 0% DMSO, 100% 3 nM vasopressin; activation, % at 3 µM; 320,000 tested, 0.25% active; AID 2797, 2010;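 active means activation above the mean activation of all tested compounds plus 3 SD, per screening run, cut at about 20% in these data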;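 further: signal is peak over basal fluorescence ratio across a 100 second FLIPR read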
Target sequence (P37288 whole entry, looked up): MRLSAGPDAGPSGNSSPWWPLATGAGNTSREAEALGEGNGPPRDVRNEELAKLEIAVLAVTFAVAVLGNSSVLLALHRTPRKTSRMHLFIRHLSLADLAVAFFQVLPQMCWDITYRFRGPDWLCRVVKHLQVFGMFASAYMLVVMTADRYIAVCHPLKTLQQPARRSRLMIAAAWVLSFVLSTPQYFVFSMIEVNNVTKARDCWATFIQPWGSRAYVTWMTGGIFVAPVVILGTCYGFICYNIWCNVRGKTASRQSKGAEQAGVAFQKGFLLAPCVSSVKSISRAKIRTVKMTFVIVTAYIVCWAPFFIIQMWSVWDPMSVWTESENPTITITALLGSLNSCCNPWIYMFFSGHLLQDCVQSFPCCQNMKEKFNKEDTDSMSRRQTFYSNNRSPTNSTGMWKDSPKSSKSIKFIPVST
GPR7 antag: GPR7 receptor antagonists, primary screen, cell-based, fluorescence, single concentration; Neuropeptides B/W receptor type 1 (Homo sapiens), P48145; GPR7-expressing cells, fluorescence antagonist assay; inhibition, % at 4.4 µM; 290,000 tested, 1.1% active; in the data active means inhibition above about 16%, passing the limit was not always enough;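 further: cells stimulated with the agonist NPW; 0% = agonist with vehicle and 100% = vehicle without agonist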
Target sequence (P48145 whole entry, looked up): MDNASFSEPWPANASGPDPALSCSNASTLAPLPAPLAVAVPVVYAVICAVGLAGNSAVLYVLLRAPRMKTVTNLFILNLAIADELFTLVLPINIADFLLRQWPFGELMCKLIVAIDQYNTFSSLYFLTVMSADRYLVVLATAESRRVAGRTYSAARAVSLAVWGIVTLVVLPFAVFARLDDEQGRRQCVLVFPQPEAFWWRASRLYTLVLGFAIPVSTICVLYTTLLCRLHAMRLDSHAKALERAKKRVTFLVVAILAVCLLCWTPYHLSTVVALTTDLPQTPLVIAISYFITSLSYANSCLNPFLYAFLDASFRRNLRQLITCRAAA
PHOSPHO1 block: PubChem AID 1565. Phosphoethanolamine/phosphocholine phosphatase (Homo sapiens), Q8TCT1. recombinant PHOSPHO1, absorbance phosphatase assay. inhibition, % at 13.3 µM. 290,000 tested, 1.1% active; in the data active means inhibition above about 60%
Target sequence (Q8TCT1 whole entry, looked up): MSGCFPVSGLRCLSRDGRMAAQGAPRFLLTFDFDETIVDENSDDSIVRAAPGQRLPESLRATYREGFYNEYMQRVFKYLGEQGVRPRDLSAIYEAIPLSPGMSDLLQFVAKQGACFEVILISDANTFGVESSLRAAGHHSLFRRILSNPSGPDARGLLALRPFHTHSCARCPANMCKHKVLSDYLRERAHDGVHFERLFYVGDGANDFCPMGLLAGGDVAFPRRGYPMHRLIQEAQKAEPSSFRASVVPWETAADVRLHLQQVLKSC
GalR3 antag: GalR3 antagonists in HEK293 cells, primary screen, cell-based, fluorescence readout; inhibition, % at 3 µM; 360,000 tested, 0.44% active; HEK293 GalR3-CNG cAMP membrane potential fluorescence; galR3 body fused to GalR1 C-terminus;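 active means inhibition above the screen-wide average plus 3 SD, cut at about 13% in these data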;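 further: forskolin and galanin both at EC90 stimulate the cells; cAMP rise reported by CNG channel membrane potential dye signal; 0% = forskolin plus galanin with DMSO and 100% = forskolin alone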
MEKK3 PB1 HTS: modulators of MEKK3-MEK5 PB1 binding, primary screen, biochemical, wildtype MEKK3, multiplex bead flow cytometry, Alexa488-MEK5; binding response (% of control), % at 10 µM; 290,000 tested, 1.4% active; Mitogen-activated protein kinase kinase kinase 3 (Homo sapiens), Q99759; bead-based flow cytometry, Alexa488-MEK5 binding to MEKK3; actives lie on both sides; 0 = blocked by unlabeled MEK5, 100 = vehicle; AID 1529, 2009;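 active means binding response more than 3 SD above or below the average of its plate-row segment, actives on both sides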;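 further: Alexa488 bead fluorescence after subtracting the streptavidin-only scavenger bead signal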
MEKK2mut PB1 HTS: MEK5 binding signal on mutant MEKK2 PB1, primary screen, biochemical, multiplex bead flow cytometry, Alexa488-MEK5; 290,000 tested, 0.35% active; Alexa488-MEK5 binding to MEKK2 mutant; percent response, % at 10 µM; in the data active means percent response above about 24%, passing the limit was not always enough; further: inactives centre near 1; some results filed as inactive read as strong as hits; reference of the scale not given here
OXTR agonist: human OXTR agonists, primary screen, fluorescence, CHO-OTR cells, Fluo-8 calcium; Oxytocin receptor (Homo sapiens), P30559; Fluo-8 calcium fluorescence; normalized: DMSO 0%, oxytocin 100%; activation, % at 3 µM; AID 2435, 2010; 320,000 tested, 0.32% active;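 active means activation above the mean of all tested compounds plus 3 SD, cutoff set per screening run, cut at about 20% in these data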;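 further: peak over basal fluorescence ratio from a 100 s FLIPR kinetic read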
* marks the source's active call; other numbers are inactive results; x = no result given. Outcome played no part in choosing rows; 5.4% or so of the library scored in one or more.

SMILES	MEKK2 WT-MEK5	NALP1 inh	V1aR counter	GPR7 antag	PHOSPHO1 block	GalR3 antag	MEKK3 PB1 HTS	MEKK2mut PB1 HTS	OXTR agonist
O=C(Cc1ccccc1)Nc1nc(-c2cccc([N+](=O)[O-])c2)cs1	92	28	-0.4	7	13	-4	103	18	-0.6
Cc1ccc(/C=N/N=C2/NC(=O)C(CC(=O)Nc3ccccc3)S2)o1 (configuration not stated)	103	10	1.2	0	16	-1	98	6	0.0
Cc1cccc(C(=O)N[C@H](C(=O)OCC(=O)NC(=O)c2cccn2C)C(C)C)c1	106	14	1.0	-11	-19	-4	110	1	-0.8
COC(=O)C1=C(C)N(Cc2ccc(OC)cc2)C(=O)C1	96	29	-0.2	-6	2	-3	94	0	-1.2
O=C(CCc1nnc2n(Cc3ccc(F)cc3)c(=O)c3ccccc3n12)N1CCN(c2ccccn2)CC1	103	12	2.3	-39	48	1	103	2	0.5
O=C(CSCc1ccc(Cl)cc1)Nc1ccc(Br)cc1C(=O)O	104	8	-0.7	-18	39	3	101	1	-0.8
O=C(Nc1c2c(nc3c1CCC3)CCCC2)c1ccccn1	113	18	-1.7	5	-5	-1	122	-1	-3.0
COc1ccccc1Cn1c(=S)[nH]c2cc(C(=O)NCC(OC)OC)ccc2c1=O	97	-2	x	6	-7	-10	93	-6	x
CC1=CC(C)C2(CO)COC(c3ccccc3O)C1C2C (configuration not stated)	92	23	0.4	7	16	-2	93	-3	1.9
Cn1cc(C(=O)N/N=C/c2cccs2)c2ccccc21	117	29	-1.4	1	11	4	106	15	-1.2
Fc1ccc(N=c2ssnc2Cl)c(F)c1	97	-58	6.0	0	37	-5	101	1	5.5
COc1ccc(CC2S/C(=N/N=C/c3ccc(O)cc3)NC2=O)cc1 (configuration not stated)	104	3	1.1	-3	28	1	105	0	2.4
CC1(c2ccccc2)NC(=O)N(CC(=O)Nc2ccc(Cl)c(S(=O)(=O)N3CCCCC3)c2)C1=O (configuration not stated)	103	4	2.7	1	-6	1	106	7	-0.2
Cc1ccc(/C=C/C(=O)OCC(=O)NCCN2C(=O)CSC2=O)cc1	91	14	1.1	-6	24	5	92	-8	-0.1
COc1ccc(CNc2nnnn2C)c(OC)c1	105	-67	0.7	-20	-2	-9	99	10	0.2
CC(O)C(O)C(O)C(O)/C=N/NC(=O)c1ccccc1 (configuration not stated)	91	14	0.1	-5	-4	-6	97	5	0.9
O=C(NCCCn1ccnc1)c1cc(-c2ccccc2)on1	107	7	0.6	-5	24	-2	105	3	0.7
Cc1cc(NC(=O)CSc2ncnc3ccccc23)no1	105	16	0.1	2	15	6	100	-1	-0.3
CN(CC(=O)NCCc1ccc(F)cc1)Cc1cccs1	103	-4	-1.2	-4	-23	0	113	-1	-0.2
Cc1ccc(NS(=O)(=O)c2cc(N)ccc2Cl)c(C)c1	104	1	-0.9	4	24	-9	105	1	-1.8
COc1ccc(C2=CSC3=NCCN23)cc1Cl	109	27	0.0	1	-2	0	99	10	0.1
CSCCOC(=O)C1=C(C)NC(=O)CC1c1ccccc1Cl (configuration not stated)	102	4	1.3	-8	18	-3	102	1	2.0
CCCCN(CCCC)CC(O)COc1ccc(Br)cc1 (configuration not stated)	99	x	2.1	0	24	0	93	-8	1.9
Cc1ccc(S(=O)(=O)NC2=NCN(CCOC(=O)c3ccc([N+](=O)[O-])cc3)CN2)cc1	100	45	-0.2	19	15	-6	99	-5	-1.5
CCCCc1nnc(SCc2ccc(OCC)cc2)n1N	106	2	0.3	-8	-6	4	104	-1	-0.6
CCOc1ccc(-c2c(C(=O)N/N=C/c3ccc(OC)cc3)nnn2-c2nonc2N)cc1	95	29	27*	-10	9	0	96	-3	37*
CCOC(=O)N1CCN(C(=O)Cn2ncn3nc(-c4cccs4)cc3c2=O)CC1	102	12	0.3	-6	-7	-1	101	-1	-1.3
COc1cc2c(cc1OC)C(c1ccccc1)N(S(C)(=O)=O)CC2 (configuration not stated)	99	-1	-0.8	-9	11	-6	99	5	-0.4
Cc1ccc(S(=O)(=O)c2nnn3c2nc(N2CCN(c4ccccn4)CC2)c2ccccc23)cc1C	95	9	-0.4	-12	22	-3	98	-4	-1.3
CCOc1ccccc1NC(=O)C(NCC1(N2CCCCC2)CCCCC1)c1ccccc1 (configuration not stated)	114	25	-1.4	28*	9	-5	122	-1	-1.6
CN(CCO)c1ccc(/C=N/Nc2nncc3ccccc23)cc1	103	4	0.2	-12	40	-4	102	6	-1.0
CCn1nc(C)c(NC(=O)c2ccc(Br)o2)c1C	105	31	0.1	-6	4	-4	104	4	0.9
Cc1ccc(CN2CCc3c(OCC(=O)Nc4cc(C)ccc4C)cccc3C2=O)cc1	89	26	1.4	-14	8	x	90	-2	-0.2
C/C(=N/NC(=O)c1ccoc1C)c1cccc(NC(=O)C2CC2)c1	102	32	-0.7	-5	14	12	98	-1	-0.8
CCC(C)Cn1c(S(=O)(=O)O)nc2ccccc21 (configuration not stated)	99	0	-0.2	-1	6	-3	93	-2	-0.1
CCOC(=O)/C=C1\NC2(CCCCC2)Cc2cc(OC)c(OC)cc21	104	x	-0.8	-8	x	2	104	2	-0.8
CCn1c2ccccc2c2nnc(SCC(=O)NCCOC)nc21	108	0	0.0	-16	-6	-3	108	7	0.2
Cc1ccccc1C(=O)O/N=C(\c1ccccc1)c1ccccn1	102	22	-1.7	-8	-4	-3	111	-1	-2.4
Cc1nc(N2CCOCC2)nc(N2CCC(C)CC2)c1[N+](=O)[O-]	103	3	-2.0	1	20	-5	106	5	-2.9
COc1ccc(OC)c(NC(=O)NNC(=O)COc2ccc(-c3ccccc3)cc2)c1	99	16	2.1	-13	48	-5	99	2	0.8
CNC(=O)c1sc(-c2ccc(Cl)cc2)nc1C	106	19	5.7	-1	-46	-2	106	7	-0.9
COc1cccc(CNC(=O)CCCn2ncn3c(cc4occc43)c2=O)c1	95	26	-1.1	-7	12	-7	94	-5	-0.6
CC(C)(C)OC(=O)N/N=C/c1cc(N=Nc2ccccc2)ccc1O	102	22	3.4	-10	4	-8	97	2	1.2
O=C(NCCCn1ccnc1)c1ccc(N2CCCCCC2)c([N+](=O)[O-])c1	114	4	-0.8	-7	12	-6	104	5	-0.7
CC1CC(=S)Nc2ccccc2N1C(=O)Nc1ccccc1 (configuration not stated)	104	11	-0.3	-9	2	-1	103	4	-1.0
O=C(CCCc1ccccc1)NC1CC1	90	31	0.3	5	10	-2	84	-4	-1.1
Cn1cc(Cl)c(C(=O)N/N=C/c2ccc3c4c(cccc24)CC3)n1	97	9	-0.3	5	18	x	100	2	-0.9
CC(=O)C1=C(O)C(=O)N(Cc2ccccc2)C1c1ccco1 (configuration not stated)	105	15	1.9	7	20	-4	102	7	0.3

Full records from above. Screens in order: MEKK2 WT-MEK5	NALP1 inh	V1aR counter	GPR7 antag	PHOSPHO1 block	GalR3 antag	MEKK3 PB1 HTS	MEKK2mut PB1 HTS	OXTR agonist
Cn1cc(Cl)c(C(=O)N/N=C/c2ccc3c4c(cccc24)CC3)n1 is listed as 97	9	-0.3	5	18	x	100	2	-0.9
O=C(NCCCn1ccnc1)c1ccc(N2CCCCCC2)c([N+](=O)[O-])c1 is listed as 114	4	-0.8	-7	12	-6	104	5	-0.7
CC(C)(C)OC(=O)N/N=C/c1cc(N=Nc2ccccc2)ccc1O is listed as 102	22	3.4	-10	4	-8	97	2	1.2
Cc1nc(N2CCOCC2)nc(N2CCC(C)CC2)c1[N+](=O)[O-] is listed as 103	3	-2.0	1	20	-5	106	5	-2.9
COc1ccc(OC)c(NC(=O)NNC(=O)COc2ccc(-c3ccccc3)cc2)c1 is listed as 99	16	2.1	-13	48	-5	99	2	0.8

More entries
SMILES	MEKK2 WT-MEK5	NALP1 inh	V1aR counter	GPR7 antag	PHOSPHO1 block	GalR3 antag	MEKK3 PB1 HTS	MEKK2mut PB1 HTS	OXTR agonist
CC(C)(C)OC(=O)N1CCC(c2c(C(=O)O)cnn2-c2ccc(Cl)cc2)CC1	99	6	-0.3	-14	26	-5	100	1	0.5
CN(C)CCCN(C(=O)C1COc2ccccc2O1)c1nc2ccc(F)cc2s1 (configuration not stated)	129	14	0.9	-14	6	-7	97	0	0.5
O=C(CN1C(=O)COc2ccccc21)NCCN1CCC(Cc2ccccc2)CC1	103	2	4.8	8	-6	-9	94	7	6.5
CCN(Cc1ccccc1)C(=O)CSc1nncn1C	97	4	0.3	-16	-64	-2	97	-2	0.5
CC(C)CNS(=O)(=O)c1cc(C(=O)N2CC(C)OC(C)C2)c(Cl)cc1Cl (configuration not stated)	95	4	-0.8	-4	14	0	90	-5	-1.6
CC(=O)Nc1ccc(S(=O)(=O)N2CCN(S(=O)(=O)N3CCC(C)CC3)CC2)cc1	96	11	1.4	5	22	-7	100	-2	1.1
CN(c1ccccc1)S(=O)(=O)c1ccc(NC(=S)NC(=O)C2CC2)cc1	104	23	0.0	-6	-13	-4	99	-1	-0.6
Cc1cccc(C)c1NC(=O)c1cc(S(=O)(=O)N2CCOCC2)ccc1F	100	-60	0.5	4	-38	-6	93	0	1.8
COC(=O)C(C(=O)OC)c1ccc(-n2cccc2)cc1	85	-1	1.4	35*	43	3	83	-5	1.2
O=CNC1CCCc2c1[nH]c1ccc(Cl)cc21 (configuration not stated)	100	-16	0.1	-1	-11	-3	96	2	-0.9
Cc1cc(C(C)(C)C)cc(C)c1CC1=NCCN1	90	17	0.5	0	-1	-3	90	4	0.3
CC1(C(=O)OCC(=O)Nc2ccccc2Cl)CC1(Cl)Cl (configuration not stated)	97	17	-0.2	-6	20	5	94	-2	-2.6
Cc1ccc(NC(=O)COC(=O)[C@H](C)NC(N)=O)c(C)c1	104	-18	-0.6	-6	32	0	99	1	1.0
O=C(Nn1cc(C(=O)Nc2ccc(F)cc2F)c2ccccc2c1=O)c1cnccn1	96	-14	1.2	-13	2	-1	94	-5	0.5
O=C(O)CCn1cc(/C=C2\SC(=S)NC2=O)c(-c2ccccc2)n1	98	-8	7.7	-4	28	-5	104	-1	4.7
Cc1nn(-c2ccc(F)cc2)c(-n2cccc2)c1C(=O)N1CCN(C(=O)c2ccco2)CC1	87	6	1.6	-8	40	1	92	-6	-0.5
CC1CN(C)C(c2ccccc2)C(C)C12NC(=O)NC2=O (configuration not stated)	89	-7	1.4	-9	13	2	81	-20	0.9
Cn1c(=O)c2c(ncn2CC(O)CNc2ccc(Br)cc2)n(C)c1=O (configuration not stated)	104	-1	5.2	-2	-40	2	99	5	5.3
Cc1ccc(/C=N/NC(=O)c2cccc(NC(=O)c3ccccc3C)c2)o1	97	7	2.5	9	16	-9	100	-2	-0.9
CC1(C)CC2CC(C)(CN2/C=C2/CCCCC2=O)C1 (configuration not stated)	98	x	1.1	0	34	7	101	-4	-0.7
CCOC(=O)CSc1nc2cccnc2n1C	105	16	1.0	-8	10	-5	111	3	0.3
C=C(C)C(=O)Nc1cccc(C2=NOC3(C2)C[C@H](C(N)=O)N(C(=O)/C=C/C)C3)c1 (some centres not stated)	86	25	1.2	x	0	1	91	-20	-0.1
Cc1[nH]c2ccccc2c1C(=O)CSc1nc2ccccc2c(=O)n1-c1ccccc1F	88	2	0.9	-10	12	3	89	-13	0.5
